Screening results deposited in PubChem BioAssay by several laboratories.
GC-B act = GC-B (human) receptor activation. activation, % at 10 µM. HEK293-GC-B cells, CNP EC30, cGMP TR-FRET; 0% at EC30 CNP, 100% saturating CNP. P20594. 370,000 compounds, 0.11% hits;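 active = activation at 10 µM reaching about 35% in either raw or pattern-adjusted values, limit read from the data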
mABHD4 FP = inhibitors of mouse ABHD4; Q8VD66; purified mABHD4, FP-Rh probe fluorescence polarization; inhibition, % at 8.92 µM; 370,000 compounds, 0.54% hits;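 active = inhibition exceeding the mean over every tested compound plus 3 SD, cut at about 30% in these data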;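 note: 0% = plate median of compound wells and 100% = S159A mutant with DMSO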
Target sequence (Q8VD66 whole entry, looked up): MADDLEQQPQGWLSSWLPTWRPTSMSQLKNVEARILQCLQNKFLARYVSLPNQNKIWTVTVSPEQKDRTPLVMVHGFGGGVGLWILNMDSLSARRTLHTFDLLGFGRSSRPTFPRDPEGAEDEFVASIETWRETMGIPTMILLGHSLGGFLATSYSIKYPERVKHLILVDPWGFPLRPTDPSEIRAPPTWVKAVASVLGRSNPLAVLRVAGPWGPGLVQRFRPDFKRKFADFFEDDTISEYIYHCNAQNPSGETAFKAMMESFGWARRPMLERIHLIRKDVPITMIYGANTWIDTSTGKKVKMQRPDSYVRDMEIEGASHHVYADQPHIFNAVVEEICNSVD
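Material: mouse ABHD4 enzyme, wild type; Benchmarks: S159A mutant high control, sample median low control; Buffer or medium: HEPES pH 7.0, NaCl, Pluronic buffer; Signal: fluorescence polarization; Read-out: percent inhibition of probe binding, normalized to plate controls; Timing: pre-incubation 45 min, probe exposure 60 min, at 25 °C; Dosing: 8.92 µM, single dose.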
ARFGAP1 inhibitor = inhibitors of rat ARFGAP1 | Q62848 | Arfgap1-stimulated ARF1 GTP hydrolysis, GDP FP detection | inhibition, % at 16.5 µM | 360,000 compounds, 0.26% hits;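 active = inhibition above a per-plate limit, mean inhibition of low control wells plus 3 SD, cut at about 25% in these data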;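 note: 0% = DMSO wells with enzyme and 100% = wells lacking Arfgap1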
Target sequence (Q62848 1-136 limits assumed): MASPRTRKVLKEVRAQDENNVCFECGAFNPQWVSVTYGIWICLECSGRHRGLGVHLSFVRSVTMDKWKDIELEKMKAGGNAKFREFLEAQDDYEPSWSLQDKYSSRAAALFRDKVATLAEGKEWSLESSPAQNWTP
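Material: rat Arfgap1 catalytic domain, aa 1-136; also added: human ARF1(Δ1-17)-GTP substrate; compound dosing: one concentration, 16.5 µM, DMSO 1.26%; incubation: GTP hydrolysis reaction 2 h at 25 °C; measured by: Tracer-displacement fluorescence polarization with EDTA stop, 620/688 nm; evaluation: % inhibition from polarization; repeats: one replicate per compound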
SMARCA2 activ = activators of SMARCA2 function; MG213 cells, MMTV-luciferase reporter, dexamethasone, overnight; activation, % at 9.1 µM; 370,000 compounds, 1% hits; in the data active = activation above about 7.8%;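 note: 0% = vehicle wells and 100% = reference activator wells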
NPR1 activator = GC-A (human) enzyme activation; activation, % at 10 µM; 370,000 compounds, 0.14% hits; P16066; HEK293 GC-A cells, cGMP TR-FRET, EC30 ANP; 0% at EC30 ANP, 100% saturating ANP; AID 1671463; in the data active = activation above about 40%
ASAP1 inh = inhibitors of human ASAP1 ArfGAP activity; Q9ULH1; ASAP1-stimulated ARF1 GTP hydrolysis, GDP FP detection; inhibition, % at 16.5 µM; 360,000 compounds, 0.19% hits; in the data active = inhibition above about 25%;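 note: 0% = vehicle with enzyme and substrate and 100% = no enzyme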
Target sequence (Q9ULH1 325-724 limits assumed): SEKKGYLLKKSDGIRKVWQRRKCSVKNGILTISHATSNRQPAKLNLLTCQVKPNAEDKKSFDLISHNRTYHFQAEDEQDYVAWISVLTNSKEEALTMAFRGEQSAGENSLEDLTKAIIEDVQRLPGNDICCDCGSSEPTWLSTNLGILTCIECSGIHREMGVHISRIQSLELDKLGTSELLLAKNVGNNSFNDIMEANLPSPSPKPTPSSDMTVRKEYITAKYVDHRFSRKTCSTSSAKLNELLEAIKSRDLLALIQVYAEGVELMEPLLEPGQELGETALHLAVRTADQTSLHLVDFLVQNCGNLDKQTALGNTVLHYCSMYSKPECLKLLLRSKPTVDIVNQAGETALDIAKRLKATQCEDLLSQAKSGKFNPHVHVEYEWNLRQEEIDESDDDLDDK
HTRA1 inh = HTRA1 (human) protease inhibition. recombinant HTRA1, FP-rhodamine activity-based probe, fluorescence polarization. inhibition, % at 5.96 µM. 340,000 compounds, 0.5% hits; in the data active = inhibition above about 36%;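 note: 0% = enzyme with DMSO and 100% = wells lacking enzyme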
PG9 binder = small molecules binding HIV-1 gp120 antibody PG9; 360,000 compounds, 0.43% hits; TR-FRET gp120-PG9 antibody binding; inhibition, % at 6.7 µM; in the data active = inhibition above about 8.5%
Rev-erbA mod = modulators of human Rev-erb alpha DNA binding | P20393 | activity, % at 10 µM | 370,000 compounds, 0.79% hits | Rev-erbα–FITC-DNA binding, fluorescence polarization, 90 min;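 active = activity above about 14%, limit read from the data; passing the limit was not always enough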;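 note: 0% = DMSO wells with 35 nM protein and 100% = DMSO wells with 750 nM protein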
rCAG RNA binder = molecules binding r(CAG) RNA repeats | r(CAG) RNA repeat, TO-PRO-1 dye displacement fluorescence | inhibition, % at 3 µM | 370,000 compounds, 1.3% hits;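 active = inhibition above the plate cutoff, the mean of all test compounds on that plate plus 3 SD, cut at about 35% in these data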;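 note: 0% = DMSO alone and 100% = 100 µM mitoxantrone as full dye displacement; higher means more dye released from RNA so lower well fluorescence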
The depositor's hits bear a star; . = not tested or not shown.

Start of the listing, in advance (3 entries):
item	canonical_smiles	GC-B act	mABHD4 FP	ARFGAP1 inhibitor	SMARCA2 activ	NPR1 activator	ASAP1 inh	HTRA1 inh	PG9 binder	Rev-erbA mod	rCAG RNA binder
1	O=C(Cc1ccc([N+](=O)[O-])cc1)N1CCN(Cc2ccc3c(c2)OCO3)CC1	6	3	-8	-2	0	-11	.	-1.4	-2	-5
2	O=C1NC(=O)C(=Cc2ccccc2[N+](=O)[O-])C(=O)N1	-2	3	6	-3	3	-12	-4	-0.5	1	3
3	Cc1cc(N(CCCl)CCCl)ccc1C=Cc1ccncn1	-6	3	11	-2	-11	12	7	-0.5	15	-5

The listing, repeating the preview:
item	canonical_smiles	GC-B act	mABHD4 FP	ARFGAP1 inhibitor	SMARCA2 activ	NPR1 activator	ASAP1 inh	HTRA1 inh	PG9 binder	Rev-erbA mod	rCAG RNA binder
1	O=C(Cc1ccc([N+](=O)[O-])cc1)N1CCN(Cc2ccc3c(c2)OCO3)CC1	6	3	-8	-2	0	-11	.	-1.4	-2	-5
2	O=C1NC(=O)C(=Cc2ccccc2[N+](=O)[O-])C(=O)N1	-2	3	6	-3	3	-12	-4	-0.5	1	3
3	Cc1cc(N(CCCl)CCCl)ccc1C=Cc1ccncn1	-6	3	11	-2	-11	12	7	-0.5	15	-5
4	O=C(c1ccccc1F)c1cn(Cc2ccc(F)cc2)c2ccccc12	-4	-6	0	1	-2	9	-37	-0.1	2	2
5	COc1ccc(C(=O)Oc2cccc3cccnc23)cc1S(=O)(=O)N1CCOCC1	1	1	2	3	1	-10	31	-0.2	-5	-2
6	S=c1[nH]c2ccccc2[nH]1	.	2	-8	0	.	-12	8	-0.9	.	0
7	CN(C)c1ccc([P+](=O)c2ccc(N(C)C)cc2)cc1	3	1	8	-2	-2	-4	7	0.3	1	-3
8	COc1ccc(CN2C(=O)NC(=O)/C(=C/c3ccc(OC)c(OC)c3OC)C2=O)cc1	1	-19	5	-2	10	-6	-1	1.6	2	19
9	O=C(C1CC(=O)N(C2CCCC2)C1)N1CCC2(CC1)OCCO2 (stereo unspecified)	6	-1	3	-2	8	-11	0	-0.2	1	0
10	OC(c1ccccc1)(c1ccccc1)C1CCNCC1	-11	-3	5	-1	-13	-4	-4	0.7	-7	2
11	O=C(NC1(C(F)(F)F)Oc2ccccc2O1)N1CCC2(CC1)OCCO2	4	12	3	-4	6	4	13	-3.5	6	3
12	CC(=O)N1c2ccccc2C(c2ccccc2)=NCC1C(=O)NCc1ccccc1 (stereo unspecified)	-4	1	.	-2	-2	.	.	.	-3	3
13	C=C1C(=O)OC2C1CCC(C)C1(O)C=CC(=O)C21C (stereo unspecified)	-8	1	-3	8.4*	9	0	5	3.0	1	6
14	COc1ccc2c(c1)CC1(CN2C)C(=O)NC(=O)N(c2ccc(C)cc2)C1=O (stereo unspecified)	2	0	-7	2	2	2	0	-2.0	-2	19
15	CCOc1ccc(C(C)=O)cc1Cn1ccsc1=N	3	-1	-2	-3	0	-7	-3	0.9	-4	1
16	CC(C)C(=O)c1cn(Cc2ccc(C#N)cc2)c2ccccc12	-11	-13	-13	-4	-12	-1	-7	-2.0	-2	-5
17	CC(C)N1C(=O)CC2(CC[N+](C)(CCOC(=O)C(O)(c3ccccc3)c3ccccc3)CC2)C1=O (stereo unspecified)	1	5	4	1	2	9	6	-0.9	-4	-4
18	NCCc1c[nH]c2ccc(OCc3ccccc3)cc12	-12	-2	6	0	1	8	6	-1.1	-1	5
19	CN(C)CCCN=Cc1c(O)n(Cc2ccco2)c(=O)[nH]c1=O	4	3	4	-3	0	3	2	0.0	-6	0
20	COC(=O)C1=C(c2ccc(OC)c(OC)c2)C[C@@H]2CC[C@H]1N2C(=O)N1CCC(O)CC1	2	-1	-7	0	4	-2	7	-1.0	-4	-4
21	N#Cc1ccc(NC(=O)CN2C(=O)NC3(CCCCCCC3)C2=O)cc1Cl	-2	-8	14	0	2	7	-28	-2.2	-2	5
22	Cc1cccc(-n2c(-c3cccs3)nc3ccccc3c2=O)c1	-11	-1	6	-3	-7	0	-18	-0.8	0	-4
23	O=C(N/N=C/c1c(O)n(CCc2ccccc2)c(=O)[nH]c1=O)c1ccccc1O	-1	39*	-2	-3	-2	3	35	0.4	0	87*
24	NNP(=O)(CC(=O)c1ccccc1)c1ccccc1 (stereo unspecified)	1	-4	13	-3	-3	3	.	-0.2	2	-3
25	Cc1cccc(-n2c(O)c(C=NCc3cccnc3)c(=O)[nH]c2=O)c1C	1	3	-1	-1	-1	-4	5	0.5	-2	3
26	COc1ccc(-n2c(-c3ccccc3F)nc3ccccc3c2=O)cc1	0	-2	4	-1	-8	-17	4	-1.3	-2	1
27	CCCCC(C)C(OC(=O)CC(CC(=O)O)C(=O)O)C(CC(C)CC(O)CCCCC(O)CC(O)C(C)N)OC(=O)CC(CC(=O)O)C(=O)O (stereo unspecified)	0	-1	-1	3	3	12	-1	-0.8	2	19
28	Cc1ccccc1-n1c(O)c(C=Nc2ccc(N(C)C)cc2)c(=O)[nH]c1=O	-7	40*	-7	-2	-3	8	35	-9.7	4	7
29	COc1ccccc1CN1CCN(C(=O)COc2ccccc2)CC1	0	10	12	-3	2	0	1	3.2	-7	-5
30	CC[C@H]1CN2CCC1C[C@H]2[C@H](O)c1ccnc2ccc(OC)cc12 (stereo partly specified)	-7	-5	5	-2	-4	-5	6	-1.1	-1	6
31	O=C(Nc1ccc(Br)cc1)N1C[C@H]2C[C@@H](C1)c1cccc(=O)n1C2	-8	-1	-1	-1	3	-3	-5	-1.1	0	2
32	O=C(Nc1nccs1)C(Cl)(Cl)Cl	0	-5	-3	-2	-1	-6	2	0.9	-1	1
33	Cc1cc(/C=C2\C(=O)NC(=O)N(Cc3ccco3)C2=O)c(C)n1-c1ccc(C(=O)O)cc1	-2	-5	0	-1	-2	3	-4	-0.5	-12	18
34	COC1C(O)C(C)OC(OC2CCC3(C=O)C(CCC4C3CCC3(C)C(C5=CC(=O)OC5)CCC43O)C2)C1O (stereo unspecified)	-6	-3	8	-7	1	-3	3	-0.7	2	-4
35	O=C1NC(=O)C(=Cc2ccc(SC3CCCCC3)o2)C(=O)N1	17	9	2	2	55*	-2	-2	-0.6	-10	31
36	O=c1c2ccccc2nc(-c2ccc(Cl)cc2Cl)n1-c1ccncc1	-8	-1	-4	-1	-4	-6	5	-0.8	-2	4
37	Cn1cccc1CN1CCN(C(=O)COc2ccccc2)CC1	0	-1	3	-2	1	-6	1	4.8	-6	7
38	CCn1c(NN=O)nc2ccccc21	7	21	1	-2	3	-18	29	4.0	0	2
39	COC(=O)C1=C(c2ccc(OC)c(OC)c2)C[C@@H]2CC[C@H]1N2C(=O)NCc1ccc(F)cc1	1	3	4	1	-3	3	-3	0.4	-1	-7
40	CCCCNC(C)Cc1ccccc1 (stereo unspecified)	-4	-5	19	-3	0	12	-2	-0.5	-1	-1
41	O=c1oc2ccccc2c(O)c1[C@H]1c2ccc(O)cc2Oc2c1c(=O)oc1ccccc21	7	-11	10	-2	1	-7	-7	2.7	-8	16
42	CN1C[C@H](O)[C@H]2C[C@@H]1c1ccccc1O2	4	-1	4	-2	1	8	.	-2.1	2	0
43	Cc1nnc2n1-c1ccc(Br)cc1C(c1ccccc1Cl)=NC2	-2	-4	-10	4	-6	5	-2	0.1	-2	-6
44	CC(C)(C)n1nnnc1C(c1cc2ccccc2o1)N1CCC2(CC1)C(=O)NCN2c1ccccc1 (stereo unspecified)	-3	-9	-8	-3	-4	-5	.	-0.1	-2	7
45	COc1cc(C(=O)NN=Cc2ccc(N(CCCl)CCCl)cc2)cc(OC)c1OC	-2	0	8	-1	1	-6	7	-1.1	7	10
46	O=P(N[C@@H](c1ccccc1)[C@@H]1C[C@H]1CO)(c1ccccc1)c1ccccc1	-24	5	1	0	-22	1	-2	0.1	-7	-8
47	O=C(O)CCCOc1ccc(Cl)cc1Cl	-6	9	16	-4	8	-6	0	-0.6	-4	1
48	CN1CC[C@]23c4c5ccc(OC6OC(C(=O)O)[C@@H](O)C(O)[C@H]6O)c4OC2C(O)C=CC3[C@H]1C5 (stereo partly specified)	-1	2	-2	-4	3	0	-6	1.6	5	0
49	COc1ccc(C(=O)C2CN(C)CC2C(=O)c2ccc(OC)cc2)cc1 (stereo unspecified)	-9	-3	-2	1	-1	-9	-6	-1.1	10	-8
50	CC(CN1CCOCC1)C(C#N)(c1ccccc1)c1ccccc1 (stereo unspecified)	-5	-2	-8	3	-5	-10	-7	0.0	-1	1
51	CNP1(NC)=Nc2nn(-c3ccccc3)c(N)c2C(c2ccccc2)=N1	6	6	6	-1	1	5	1	-2.3	1	0
52	O=c1c2ccccc2nc(CBr)n1-c1ccc(Cl)cc1	3	-6	-3	-4	-1	-1	1	-0.1	2	2
53	O=C(c1c[nH]c2ccc(S(=O)(=O)N3CCC4(CC3)OCCO4)cc2c1=O)N1CCC2(CC1)OCCO2	-1	1	-1	-1	-2	14	4	-0.5	-3	-1
54	CN1C(=O)NC(=O)/C(=C\C=C\c2ccccc2[N+](=O)[O-])C1=O	18	7	11	-1	33	-6	.	-1.7	-1	15
55	COc1ccc(-c2cc(=Nc3ccccc3)c3cc(C)ccc3o2)cc1	-2	-1	-7	2	-3	-7	-27	-1.8	2	6
56	C=CCOC(=O)C1=C(C)OC(N)=C(C#N)C12C(=O)N(CN1CCOCC1)c1ccccc12 (stereo unspecified)	1	-5	-2	-1	0	11	-4	0.2	-5	3

(listing goes on)
item	canonical_smiles	GC-B act	mABHD4 FP	ARFGAP1 inhibitor	SMARCA2 activ	NPR1 activator	ASAP1 inh	HTRA1 inh	PG9 binder	Rev-erbA mod	rCAG RNA binder
57	CC(C)c1ccc(C2N3CCCN23)cc1 (stereo unspecified)	4	0	7	-1	2	-9	6	-0.3	2	-2
58	N#Cc1ccc(Cn2cc(C(=O)c3ccco3)c3ccccc32)cc1	-8	-23	2	-1	0	4	-42	-2.9	1	5
59	CCCCn1c(O)c(C(C)=Nc2ccc(OCC)cc2)c(=O)[nH]c1=O	-1	2	-1	-3	0	1	-1	-1.4	2	-1
60	C/C=C/c1ccc2c(c1)OCO2	-3	-8	-3	-2	2	4	5	1.9	-4	3
61	CC(=O)c1ccc(OC(NC(=O)c2ccco2)C(Cl)(Cl)Cl)cc1 (stereo unspecified)	4	-2	8	1	4	-16	4	0.8	3	2
62	CC(=O)O[C@@]12CO[C@@H]1C[C@H](O)[C@@]1(C)C(=O)[C@H](O)C3=C(C)[C@@H](O)C[C@@](O)([C@@H](OC(=O)c4ccccc4)C12)C3(C)C (stereo partly specified)	1	0	-6	1	5	-3	3	1.8	4	-1
63	Cc1cccc(-n2c(C)nc3cc(C(=O)N4CCC5(CC4)OCCO5)ccc32)c1	7	4	-13	0	3	13	-4	0.6	-2	-9
64	COC(=O)C1=C(c2cc3ccccc3o2)C[C@@H]2CC[C@H]1N2C(=O)N1CCC(C)CC1	0	-7	0	0	-6	1	-39	0.5	6	-7
65	CC1(C)C2CC=C(CN3CCC(O)CC3)C1C2 (stereo unspecified)	1	7	-5	-1	1	1	3	0.9	-6	-2

Some of the compounds tested, so the mix of outcomes need not match the whole.
